Source: PubChem (Broad Institute)
PGC1a acetyl inh: lowers PGC1a acetylation signal in U2OS cells; AlphaScreen anti-acetyl-lysine; with virally co-expressed GCN5 acetyltransferase; inhibition, % at 15.6 µM; 350,000 tested, 0.17% active; AID 651687;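 active = every replicate shows inhibition of at least 40%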;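 note: 0% = neutral control wells and 100% = positive control wells; some results beyond the cut were filed as inactive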
Statin myotox sup: protects C2C12 myotubes from simvastatin toxicity | ATP luminescence, 48 h; scaled: DMSO 0, geranylgeraniol control 100 | rescue of ATP level, % at 7.49 µM | 330,000 tested, 0.78% active;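 active = mean ATP rescue above about 67%, or every replicate alone reaching that limit, limit read from the data, passing the limit was not always enough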;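 note: myotubes were challenged with 10 µM simvastatin during compound exposure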
LGR2 inh: Drosophila LGR2 receptor signaling inhibition. HEK293 LGR2, CRE-luciferase, bursicon-stimulated, 4 h. 380,000 tested, 0.35% active. inhibition, % at 9.99 µM. AID 720647;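 active = drop in luminescence signal, shown as inhibition above about 50% in the replicate tests, limit read from the data, passing the limit was not always enough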;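 note: agonist challenge used bursicon conditioned medium at about half maximal strength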
SIRT5 inh: sirtuin-5 (human) deacylase inhibition; Q9NXA8; Purified SirT5, succinyl-peptide AMC, trypsin-coupled fluorescence; 330,000 tested, 1.1% active; inhibition, % at 15 µM; in the data active = inhibition above about 15%
Target sequence (Q9NXA8 whole entry, looked up): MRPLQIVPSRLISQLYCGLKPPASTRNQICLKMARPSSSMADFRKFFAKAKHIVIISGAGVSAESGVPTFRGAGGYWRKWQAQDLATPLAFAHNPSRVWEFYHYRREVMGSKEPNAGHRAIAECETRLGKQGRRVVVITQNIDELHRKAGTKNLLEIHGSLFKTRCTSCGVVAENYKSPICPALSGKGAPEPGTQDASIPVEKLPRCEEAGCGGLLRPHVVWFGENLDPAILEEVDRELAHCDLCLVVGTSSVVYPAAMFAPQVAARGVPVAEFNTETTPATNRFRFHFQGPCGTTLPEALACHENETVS
Cneo AK release: causes C. neoformans cell lysis; lysis activity, % at 15 µM; adenylate kinase release luminescence, 4 h; normalised: neutral wells 0, clomiphene wells 100; 360,000 tested, 0.2% active;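 active = mean lysis activity across replicates of at least 80%, whatever share of replicates individually reach that level; inactive = mean lysis activity below 80%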
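Test system: log-phase Cryptococcus neoformans yeast cells; Quantity: yeast cell density of 5 × 10^6 cells/mL; Buffer or medium: YPD; Doses: single compound concentration per well; Timing: 4 h at 37 °C static, read 1 h later; Measured by: AK luminescence; Read-out basis: lysis from increased AK signal; Control set: Clomiphene as positive control.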
XiGFP reactiv: reactivates the inactive X chromosome in mouse fibroblasts; XiGFP mouse fibroblasts, % GFP-positive cells imaging, 3 d; cells co-treated with 5-aza-dC sensitizer; scaled so ellipticine positive control = 100%; activation, % at 7.58 µM; 360,000 tested, 0.055% active;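 active = mean normalized replicate activation at least 10% and every replicate at or above 10%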;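 note: 0% = median of on-plate neutral control wells and 100% = ellipticine 6 µM median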
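System: XiGFP fibroblasts, SV40-immortalized. Medium: DMEM plus 5-aza-dC sensitizer. Doses: single point. Timing: 3 d treatment, 15 min room-temperature fixation. Control set: ellipticine 6 µM.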
ERAP1 inh: inhibitors of human ERAP1 aminopeptidase; recombinant ERAP1, Leu-AMC fluorescence, 60 min; inhibition, % at 10.7 µM; 340,000 tested, 0.15% active; AID 652197;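 active = mean replicate inhibition of at least 30%, or all replicates individually reaching that 30% level; inactive = mean below 30% and not every replicate reaching it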;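 note: 0% = neutral control wells and 100% = L-leucinethiol positive control wells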
S100A4 inh HTS: S100A4-myosin IIA interaction inhibition | P26447 | S100A4/TAMRA-MyoIIA peptide fluorescence polarization | inhibition, % at 10.7 µM | 360,000 tested, 0.14% active | AID 652163;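 active = mean inhibition of at least 70% across replicates, with every replicate also reaching that level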
Target sequence (P26447 whole entry, looked up): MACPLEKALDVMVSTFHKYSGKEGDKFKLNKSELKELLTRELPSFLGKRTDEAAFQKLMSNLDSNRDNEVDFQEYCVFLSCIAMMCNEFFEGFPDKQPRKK
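Test system: S100A4 monomer protein. Medium: HEPES buffer with Ca2+, pH 7.2. Reagent: fluorescent myosin IIA peptide, 5 nM. Compound dosing: single-point compound testing. Timing: 5 min between mix addition and reading. Benchmarks: DMSO neutral and TFP positive wells.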
Starred values were filed as active, the others as inactive; . = no result given. This is a subset. The share of hits here may be higher or lower than overall.

Structure,PGC1a acetyl inh,Statin myotox sup,LGR2 inh,SIRT5 inh,Cneo AK release,XiGFP reactiv,ERAP1 inh,S100A4 inh HTS
O=[N+]([O-])c1ccc(S(=O)(=O)Nc2ccc3c(c2)OCCO3)cc1,6,9,1,3,9,0.1,1,4
C[C@@H]1CN([C@H](C)CO)C(=O)Cc2cc(NS(=O)(=O)c3ccc(Cl)cc3)ccc2O[C@H]1CN(C)S(C)(=O)=O,1,5,-11,-6,-1,0.0,1,-1
O=C(C1CCCC1)N1CC2(C1)[C@@H](c1ccccc1)[C@@H](CO)N2Cc1nccs1,8,.,4,1,.,0.3,0,-10
COc1cc(/C=N/Nc2cc(C)nc(NS(=O)(=O)c3ccc(C)cc3)n2)ccc1O,.,.,-19,0,.,0.1,0,3
Cc1nn(C)c(C)c1S(=O)(=O)N1CCC(C(=O)NC2CCCCCC2)CC1,-2,-1,-12,.,-1,0.0,0,1
CCOc1ccc(/C(O)=C2/C(=O)C(=O)N(CCN(C)C)C2c2ccccc2)cc1Cl (stereo unspecified),-13,.,-8,.,1,0.1,.,.
Cc1ccc(S(=O)(=O)Cn2nnnc2C(C(C)C)N2CCc3ccccc3C2)cc1 (stereo unspecified),-19,-12,-4,.,3,.,1,9
CCCCC/C=C/C1=CC(=O)C[C@H](c2ccc(OC)c(OC)c2)C1,11,6,-12,.,-1,0.1,.,-1
C[C@@H]1CN([C@H](C)CO)C(=O)Cc2cc(NS(=O)(=O)c3ccc(Cl)cc3)ccc2O[C@@H]1CN(C)Cc1ccc(-c2ccccc2)cc1,-27,62,-2,.,.,0.5,.,.
Cc1cccc(-c2ccc([C@@H]3[C@H](CO)N4CCCCN(C(=O)c5ccncc5)C[C@@H]34)cc2)c1,2,2,16,.,12,0.0,.,.
O=C(C1CCCN(S(=O)(=O)c2ccc(Br)cc2)C1)N1CCOCC1 (stereo unspecified),7,-2,11,-4,-2,0.0,-3,10
O=C(NC1CCCCC1)N[C@@H]1C=C[C@H](CC(=O)N2CCOCC2)O[C@H]1CO,-3,-7,-8,2,1,-0.4,-2,-5
O=C(CN1CCN(S(=O)(=O)N2CCCCCC2)CC1)Nc1cc(Cl)ccc1Cl,2,8,-13,1,-2,0.1,-4,2
O=C(CCNS(=O)(=O)c1cccc2nsnc12)NCc1ccco1,12,7,-7,0,20,0.0,-3,-2
N#Cc1ccsc1NC(=O)COC(=O)C1=NNC(=O)CC1,-3,-3,12,-1,0,-0.1,0,-5
CSc1ccc(S(=O)(=O)N2CCC(C(=O)N3CCc4ccccc4C3)CC2)cc1,-14,-1,-4,-1,0,-0.1,-1,-14
O=C(NCCNC(=O)c1ccc(Cl)cc1Cl)c1ccc(Cl)cc1Cl,.,.,9,.,.,0.2,-2,2
Cc1nc2c(nc1C)C(=O)c1ccccc1C2=O,-3,.,39,-3,.,-0.2,2,-16
CCOC(=O)c1c(NC(=O)CCc2ccc(CC)o2)sc(C)c1C,.,-1,-10,-11,-1,.,-1,3
Cc1cccc(OCC(=O)Nc2ccc(C(=O)NCC(C)C)cc2)c1,-9,.,.,1,-3,0.1,1,-10
CCOc1cc(S(=O)(=O)NCc2ccccc2)ccc1Br,-16,23,-10,-3,-1,0.0,0,1
Cc1cccc(NC(=O)c2cc(-c3cccnc3)nc3c(C)cccc23)n1,.,-20,9,-3,9,0.2,-2,-1
COCC(=O)N1CCCCN2[C@H](CO)[C@@H](c3ccc(C#Cc4cccnc4)cc3)[C@@H]2C1,0,.,3,-2,-2,0.2,3,-4
[O-][n+]1nc2ccccc2c2ccccc21,8,-2,-13,-2,-2,0.1,-9,-5
Cc1ccc(F)c(C2=CC(=O)C[C@H](c3ccc(F)cc3)C2)c1,-21,-6,-5,0,2,-0.2,5,-2
CC(=O)C1=C(O)C(=O)N(c2ccc(C)cc2)C1c1ccc([N+](=O)[O-])cc1 (stereo unspecified),.,.,-4,-2,.,0.0,9,3
COn1c(-c2ccccc2)c(C=O)c2ccccc21,9,-3,-15,-3,0,0.0,-1,0
COc1ccc(Cl)cc1NC(=O)Nc1ccc(Br)cn1,0,-2,17,.,0,.,.,.
Cc1cc(C)cc(NC(=O)C2CCCN2S(=O)(=O)c2ccc3c(c2)C(C)(C)C(=O)N3C)c1 (stereo unspecified),13,-1,10,.,3,0.3,.,4
CCCCN(C)c1c(C)nc2ccc(C(=O)N(C)Cc3ccco3)cn12,2,-17,-7,2,1,0.0,7,-1

Exported with two lines to a compound: entries from further up.
Values in the order – PGC1a acetyl inh | Statin myotox sup | LGR2 inh | SIRT5 inh | Cneo AK release | XiGFP reactiv | ERAP1 inh | S100A4 inh HTS
Cc1nc2c(nc1C)C(=O)c1ccccc1C2=O
  -3 | . | 39 | -3 | . | -0.2 | 2 | -16
CCOC(=O)c1c(NC(=O)CCc2ccc(CC)o2)sc(C)c1C
  . | -1 | -10 | -11 | -1 | . | -1 | 3
Cc1cccc(OCC(=O)Nc2ccc(C(=O)NCC(C)C)cc2)c1
  -9 | . | . | 1 | -3 | 0.1 | 1 | -10
CCOc1cc(S(=O)(=O)NCc2ccccc2)ccc1Br
  -16 | 23 | -10 | -3 | -1 | 0.0 | 0 | 1
Cc1cccc(NC(=O)c2cc(-c3cccnc3)nc3c(C)cccc23)n1
  . | -20 | 9 | -3 | 9 | 0.2 | -2 | -1
COCC(=O)N1CCCCN2[C@H](CO)[C@@H](c3ccc(C#Cc4cccnc4)cc3)[C@@H]2C1
  0 | . | 3 | -2 | -2 | 0.2 | 3 | -4
[O-][n+]1nc2ccccc2c2ccccc21
  8 | -2 | -13 | -2 | -2 | 0.1 | -9 | -5
Cc1ccc(F)c(C2=CC(=O)C[C@H](c3ccc(F)cc3)C2)c1
  -21 | -6 | -5 | 0 | 2 | -0.2 | 5 | -2
CC(=O)C1=C(O)C(=O)N(c2ccc(C)cc2)C1c1ccc([N+](=O)[O-])cc1 (stereo unspecified)
  . | . | -4 | -2 | . | 0.0 | 9 | 3
COn1c(-c2ccccc2)c(C=O)c2ccccc21
  9 | -3 | -15 | -3 | 0 | 0.0 | -1 | 0
COc1ccc(Cl)cc1NC(=O)Nc1ccc(Br)cn1
  0 | -2 | 17 | . | 0 | . | . | .
Cc1cc(C)cc(NC(=O)C2CCCN2S(=O)(=O)c2ccc3c(c2)C(C)(C)C(=O)N3C)c1 (stereo unspecified)
  13 | -1 | 10 | . | 3 | 0.3 | . | 4
CCCCN(C)c1c(C)nc2ccc(C(=O)N(C)Cc3ccco3)cn12
  2 | -17 | -7 | 2 | 1 | 0.0 | 7 | -1

(continued)
Structure,PGC1a acetyl inh,Statin myotox sup,LGR2 inh,SIRT5 inh,Cneo AK release,XiGFP reactiv,ERAP1 inh,S100A4 inh HTS
C[C@@H]1CN([C@H](C)CO)C(=O)c2ccccc2-c2ccccc2CO[C@H]1CN(C)S(=O)(=O)c1ccc(C#N)cc1,1,.,2,6,-1,0.2,0,7
C#CCOc1ccccc1C(=O)NNc1ccc([N+](=O)[O-])cc1[N+](=O)[O-],.,.,2,.,.,0.3,-7,-5
C[C@@H]1CN([C@H](C)CO)C(=O)c2cc(NC(=O)c3ccccc3)ccc2O[C@@H](C)CCCCO[C@H]1CN(C)C(=O)c1ccncc1,8,.,-11,0,13,0.2,0,-6
Cc1ccc(C)c(C(=O)COC(=O)CNS(=O)(=O)c2ccccc2)c1,.,-17,-3,0,3,0.2,-3,-1
O=C(Nc1ccc(Oc2ccccc2)cc1)c1csc([C@H]2C[C@H](O)[C@@H](CO)O2)n1,14,-12,8,.,0,0.1,-4,-1
Cc1ccc(S(=O)(=O)NC(=O)Nc2ccc(N(C)C)cc2)cc1,.,-18,-27,-3,-4,-0.2,0,11
Cc1ccccc1C(=O)c1cccn1CC(=O)NCCC1=CCCCC1,-13,.,-22,-1,.,-0.2,-1,3
C[C@H](CO)N1C[C@H](C)[C@H](CN(C)C(=O)Nc2ccc3c(c2)OCO3)Oc2ccc(NS(=O)(=O)c3ccc(Cl)cc3)cc2C1=O,16,17,-11,5,-4,0.2,-4,-3
COc1ccc(OC)c(S(=O)(=O)NCC(=O)NC2CCCCCC2)c1,3,5,9,-1,1,0.1,-2,1
CC(C)NC(=O)N(C)C[C@@H]1Oc2ccc(NC(=O)Cc3cn(C)c4ccccc34)cc2CC(=O)N([C@@H](C)CO)C[C@H]1C,-1,21,8,13,-10,0.0,-3,4
COc1ccc(OC)c(NC(=O)[C@@]2(CC(=O)O)CC(/C=C/c3ccccc3)=NO2)c1,.,-7,-8,1,0,0.4,-1,-4
O=C(Nc1cc(C(F)(F)F)ccc1Cl)C(Sc1ccccn1)c1ccccc1 (stereo unspecified),-2,.,-2,-3,.,-0.1,1,1
CCOc1ccc(Cc2onc3c2C(=O)CC(C)(C)C3)cc1OCC,-1,.,-1,.,.,0.3,-2,-4
COc1ccc(C(=O)NNC(=O)c2cc3cccc(OC)c3oc2=O)cc1,1,.,-6,1,.,0.0,3,6
Oc1ccccc1C=NN=Cc1ccccc1Cl,.,.,-73,0,.,-0.1,-1,6
COc1ccccc1NC(=O)N[C@@H]1CC[C@@H](CCNC(=O)Cc2ccccn2)O[C@H]1CO,5,-1,13,3,-1,0.6,1,-10
CCCNC(=O)N(C)C[C@H]1Oc2ncc(C#CC3(O)CCCC3)cc2C(=O)N([C@H](C)CO)C[C@@H]1C,6,-1,17,1,0,0.5,1,-5
CC(=O)Nc1ccc(OS(=O)(=O)c2c(C)cc(C)cc2C)cc1,.,.,25,1,5,0.2,1,-9
